PMI inhibitors – inhibitors of human PMI, primary screen, biochemical, fluorescence intensity, coupled assay (AID 1209); Mannose-6-phosphate isomerase (Homo sapiens); purified PMI enzyme, coupled fluorescence intensity; higher % means a stronger effect; inhibition, % at 20 µM; hits with a dose series show IC50 in µM; 190,000 tested, 0.42% active;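 further: plate controls were DMSO vehicle for no effect and wells lacking substrate for full effect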
Yfh1-off respiration – enhancers of respiration in Yfh1-depleted yeast, dose response, Friedreich's ataxia, plus single-dose screen (AID 1465) | S. cerevisiae Yfh1-off respiration, WST-1 reduction, 72 h; higher fold induction means a stronger effect | one-dose fold induction at 50 µM; EC50 in µM for titrated hits | 220,000 tested, 0.074% active;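 active means fold induction of absorbance versus untreated yeast above a set limit, then at least 30% activation at any dose in follow-up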;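 further: activators that raise dye reduction in frataxin-depleted yeast; strong numbers were not always called active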
WT yeast gro inh – growth inhibition of WT strain, primary screen, mitochondrial fusion inhibitor project, WT and mutant strains, chemical genetic. mitochondrial fusion phenotypic screen. inhibition, % at 10 µM. 190,000 tested, 2.1% active; in the data active means inhibition above about 58%; tested in S. cerevisiae
Autophagy HCS – autophagy modulators in MEF cells, primary screen, imaging, high-content, MEF GFP-LC3 | calls only at 10 µM (by protocol) | 190,000 tested, 0.98% active | MEF GFP-LC3 puncta imaging; test concentration mostly 10 µM;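 active means percentage of spot-positive cells more than 3 SD above its plate mean, without a fluorescence outlier flag or 80% toxicity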;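 further: spot-positive cell cutoff set from DMSO-treated cells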
Insulin prom up – insulin promoter activators in MIN6 cells, imaging, high-content screening, mouse beta cells; AID 1625, 2009; 190,000 tested, 0.3% active; z-score at 5 µM; MIN6 insulin promoter-GFP reporter; hits give high values;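 active means z-score above 3 at 5 µM with at least 500 cells counted in the well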
human PMI inhibitors – human PMI inhibitors, high substrate, primary screen, biochemical, fluorescence intensity, high mannose 6-phosphate (AID 1220); Mannose-6-phosphate isomerase (Homo sapiens); recombinant PMI enzyme, coupled fluorescence intensity; higher % means a stronger effect; inhibition, % at 20 µM, or IC50 in µM where a hit was titrated; 190,000 tested, 0.66% active
Dynein transport – inhibitors of GR-EGFP nuclear translocation, primary screen, dynein cargo transport inhibitor project, imaging, high-content, 3617.4 mouse cells. AID 1381, 2008. 220,000 tested, 0.47% active. test concentration mostly 20 µM; stimulated with dexamethasone, 1 µM; hits give low values. z-score, hits read low;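 active means plate z-score of nuclear minus cytoplasmic receptor signal below a set negative limit, without overly bright fluorescence or cell loss, cut at about -3.5 in these data, passing the limit was not always enough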;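 further: z-score of nuclear minus cytoplasmic ring GR-EGFP intensity difference per well; some compounds called inactive have numbers as strong as hits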
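Buffer or medium: tet-free, stripped-serum medium; reagent: dexamethasone at 1.0 µM final, 30 min; incubation: 48 h induction, 1 h compound, 30 min dex at 37 °C; measured by: formaldehyde fixation, Hoechst nuclear stain, 10x automated fluorescence imaging; read-out: nuclear-to-cytoplasmic GR-EGFP distribution per well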
MT stabilizer – microtubule stabilizers in HeLa cells, primary screen, imaging, high-content imaging; HeLa tubulin immunostaining HCS, 24 h; share of cells brighter than vehicle mean+2SD; % tubulin-high responders, % at 10 µM; 200,000 tested, 0.83% active; AID 2205, 2009;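 active means plate Z-score above 3 for both tubulin-high and condensed-nucleus cell shares, with cell loss under 80%, at 10 µM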;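 further: anti alpha tubulin signal scored within the nucleus-defined area of each cell; some results filed as inactive read as strong as hits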
bCat nuc transl – modulators of beta-catenin nuclear translocation, primary screen, imaging, HeLa cells, immunofluorescence, high-content | nuclear translocation activity, % at 5 µM | 190,000 tested, 0.3% active | AID 1665, 2009;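 active means nuclear translocation activity above 50% at 5 µM, with a well cell count of 50 or more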;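 further: per-cell ratio of nuclear to cytoplasmic median beta-catenin stain intensity; plate controls were DMSO negative control for no effect and GSK-3 inhibitor IX positive control for full effect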
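Technique: fluorescence imaging of beta-catenin antibody stain plus DAPI / Material: human HeLa cell line / Incubation: compound treatment 24 h, 37°C, 5% CO2 / Read-out basis: % activation of per-cell nuclear versus cytoplasmic median beta-catenin signal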
WT yeast gro inh mutant strain – further read-out of WT yeast gro inh, marked with its call; inhibition, %; mitochondrial fusion phenotypic screen, mutant strain inhibition
Dynein transport cytoplasmic EGFP – recorded beside Dynein transport, whose call it bears; z-score; measured here: cytoplasmic GR-EGFP intensity; hits give high values
Dynein transport nuclear GR-EGFP – recorded beside Dynein transport, whose call it bears; z-score; measured here: nuclear GR-EGFP intensity;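 lower value marks the stronger effect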
Dynein transport cell count – also measured in Dynein transport; calls as there; z-score; measured here: cell count per field
Insulin prom up cell count – further read-out of Insulin prom up, marked with its call; cell count; measured here: cytotoxicity, nuclei count;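 total cells summed across four imaged fields per well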
bCat nuc transl cell count 5 µM – also measured in bCat nuc transl; calls as there; cell count; measured here: cell count, cytotoxicity flag
MT stabilizer Hoechst-high % – second read-out of MT stabilizer, no call of its own (marks repeat the call); % Hoechst-high responders; measured here: nuclear condensation Hoechst responders;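 share of cells brighter than vehicle mean plus two SD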
MT stabilizer cytotoxicity % – further read-out of MT stabilizer, marked with its call; toxicity, %; measured here: cytotoxicity by cell density;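 0% = mean cell density of plate MIN control wells and 100% = no cells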
Autophagy HCS cell loss 18 h – recorded beside Autophagy HCS, whose call it bears; toxicity, %; measured here: cell loss, nuclei count;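 cell loss after 18 h compound exposure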
Numbers without * were called inactive; i = inactive; nt = not tested or not shown; + = active, no number. Unless noted, no stated cut-off is given here; in the data, active means inhibition above about 50%; inactive means the rest.

SMILES	PMI inhibitors	Yfh1-off respiration	WT yeast gro inh	WT yeast gro inh mutant strain	Autophagy HCS	Autophagy HCS cell loss 18 h	Insulin prom up	Insulin prom up cell count	human PMI inhibitors	Dynein transport	Dynein transport cytoplasmic EGFP	Dynein transport nuclear GR-EGFP	Dynein transport cell count	MT stabilizer	MT stabilizer Hoechst-high %	MT stabilizer cytotoxicity %	bCat nuc transl	bCat nuc transl cell count 5 µM
CCC1(C)OC(=O)N(CCCn2ccnc2C)C1(C)O (stereo unspecified)	3%	i	-4	-10	i	-8	-0.67	1390	-3%	-1.4	-0.17	-0.92	0.15	3.1	1.4	5.3	-2.1	952
Cc1ccc(C(=O)N/C(=C/c2cccs2)C(=O)NCc2ccco2)cc1	10%	i	-17	-16	i	-6	-0.23	1337	9%	-0.65	-0.32	-0.49	0.76	4.4	2.7	6.5	1.9	1146
COc1ccc(C2OC(=O)CC2C(=O)N2CCN(c3cc(Cl)ccc3C)CC2)cc1OC (stereo unspecified)	11%	i	9	6	i	0	-1.4	987	-5%	1.3	-0.22	1	-0.16	5.0	3.2	6.2	nt	nt
CC(C)CCN1CCN(Cc2cccc3cccnc23)CC1CCO (stereo unspecified)	4%	i	14	4	i	2	-0.49	1492	-2%	1.3	0.66	1.7	-1.7	1.8	1.5	3.8	-1.2	946
CC(C)C(c1nnnn1C1CCCC1)N1CCc2ccccc21 (stereo unspecified)	-1%	i	11	6	i	17	0.3	1423	0%	1.6	-0.11	1.2	-1.6	5.4	2.3	5.6	-3.4	815
COc1cc(/C=c2/sc3nc(-c4ccccc4)c(-c4ccccc4)n3c2=O)cc(OC)c1OC	22%	i	3	13	i	13	-0.28	1380	12%	-0.28	-0.064	0.068	0.56	4.0	2.6	4.5	3.0	1106
CCOc1ccccc1N(C(=O)c1ccco1)C(C(=O)NC1CCCC1)c1cccnc1 (stereo unspecified)	5%	i	3	7	i	4	-0.6	1356	-3%	-0.3	-0.16	0.37	0.51	4.7	1.5	9.8	nt	nt
CCSc1nc(N2CCOCC2)c2ccccc2n1	12%	nt	18	15	i	-23	-0.29	932	7%	0.12	-0.2	0.094	0.42	1.6	1.7	4.7	-0.5	938
COC(=O)C1=C(C(=O)OC)SC(=C2C(=S)C(C)(C)N(C(=O)CC(C)C)c3ccccc32)S1	39%	i	34	5	i	1	-0.11	861	33%	-0.92	-0.086	-0.28	0.57	2.2	1.6	3.2	nt	nt
CC(C)(C)c1cc(CN(CCO)CCO)c(O)c(C(C)(C)C)c1	nt	i	nt	nt	nt	nt	0.27	931	nt	0.54	0.025	0.31	0.25	nt	nt	nt	-0.3	1355
COc1ccc(-c2noc(CCC(=O)NCCc3cccc(C)c3)n2)cc1	12%	i	16	11	i	0	0.85	1135	14%	0.18	-0.28	0.78	-0.73	6.2	2.1	4.9	0.4	1095
O=C(NCC1CCCO1)c1nn2c(c1Cl)NC(c1ccc(F)cc1)CC2C(F)(F)F (stereo unspecified)	-8%	i	3	5	i	-11	-0.57	1460	-5%	-0.86	-0.21	-0.45	1.5	1.0	2.1	11	-1.4	1354
CCOC(=O)C1CCN(C(=O)c2sc3nc(-c4ccccc4)cn3c2C)CC1	4%	nt	-12	3	i	-8	-0.02	916	0%	-0.029	-0.21	0.21	1	2.5	3.0	9.6	nt	nt
Cc1nc2ccccn2c1C(=O)Nc1ccc2c(c1)OCCO2	-6%	i	-4	2	i	2	nt	nt	4%	0.6	-0.048	0.26	-1.2	3.2	2.1	4.3	-0.6	1125
CCOC(=O)C(C)Oc1c(Br)cc(C2NC(=O)NC(C)=C2C(C)=O)cc1OCC (stereo unspecified)	10%	i	-10	-1	i	0	1.5	926	9%	0.46	-0.39	0.29	0.47	1.3	1.5	6.8	nt	nt
COc1ccc(C(=O)N2CCN(c3ccc(C)cc3C)CC2)cc1OC	12%	i	16	11	i	12	nt	nt	7%	-0.41	-0.19	0.085	0.16	3.2	3.2	12	-1.7	1067
Cc1ccc(CNC(=O)CCSCCC(=O)NCc2ccc(C)cc2)cc1	-8%	i	-31	-26	i	-2	nt	nt	-6%	0.52	-0.22	0.36	0.39	3.5	2.4	6.7	nt	nt
CN(C(=S)NC1CCCCC1)C1(c2ccccc2Cl)CCCCC1=O (stereo unspecified)	12%	i	39	9	+	8.7*	-0.11	1481	5%	-0.31	-0.3	-0.17	0.22	5.2	1.9	9.9	-1.6	1123
COc1cc(/C=N/NC(=O)CN2CCCCC2)ccc1OCc1ccccc1	-6%	i	-2	-20	i	-11	0.85	1393	-6%	0.67	-0.25	-0.14	-0.44	4.0	4.8	8.3	-3.2	597
O=C(CN1C(=O)NC2(CCCC2)C1=O)NCC1CCCO1 (stereo unspecified)	6%	i	-9	0	i	8	0.37	1330	26%	0.14	-0.34	0.49	0.22	5.0	2.5	7.5	-0.5	1046
Cc1nc2ccc(NC(=O)c3ccc([N+](=O)[O-])cc3)cc2s1	12%	i	5	-3	i	6	nt	nt	6%	0.54	-0.29	0.095	-0.055	2.2	1.7	2.7	1.6	970
CCOC(=O)c1nnn(-c2nonc2N)c1-c1ccccc1Cl	5%	i	1	-11	i	-14	0.48	739	2%	-0.042	-0.28	-0.43	1.5	1.8	4.2	6.3	1.5	1060
O=S(=O)(c1ccccc1)N(C1=NCCS1)S(=O)(=O)c1ccccc1	11%	i	0	6	i	4	-0.07	948	3%	-0.29	-0.19	0.12	-0.13	4.8	4.0	3.1	-6.5	1226
COc1ccc(OC)c(NC(=O)CC2SC(=Nc3ccccc3)N(CCc3ccccn3)C2=O)c1 (stereo unspecified)	24%	i	22	0	i	-10	-0.16	1250	18%	-1.3	-0.18	-0.78	0.0077	4.9	1.9	8.4	1.9	1177
Cc1cc(N2CCCCC2)nc(N)n1	-3%	i	15	10	i	4	1	1286	-5%	-0.42	-0.26	-0.16	0.59	4.4	1.6	1.7	-3.4	532

Later entries.
SMILES	PMI inhibitors	Yfh1-off respiration	WT yeast gro inh	WT yeast gro inh mutant strain	Autophagy HCS	Autophagy HCS cell loss 18 h	Insulin prom up	Insulin prom up cell count	human PMI inhibitors	Dynein transport	Dynein transport cytoplasmic EGFP	Dynein transport nuclear GR-EGFP	Dynein transport cell count	MT stabilizer	MT stabilizer Hoechst-high %	MT stabilizer cytotoxicity %	bCat nuc transl	bCat nuc transl cell count 5 µM
COC(=O)NNC(=O)CCCOc1ccc(Cl)cc1Cl	8%	i	1	-5	i	6	0.44	1274	6%	-0.28	-0.31	-0.23	0.24	3.1	2.8	0.0	-0.3	915
CC(C)[C@@H]1N[C@]2(C(=O)Nc3ccccc32)[C@@H]2C(=O)N(c3cccc(C(F)(F)F)c3)C(=O)[C@@H]21	5%	i	0	-12	i	11	-0.03	1494	12%	2.5	-0.074	1.2	-1.6	5.2	2.2	24	-3.0	1009
O=C(CSc1nc2[nH]ncc2c(=O)n1-c1ccc(Cl)c(Cl)c1)NCc1ccccc1Cl	7%	i	-1	4	i	-6	-0.25	1179	8%	0.014	-0.28	-0.36	-0.13	1.7	2.9	3.2	-1.9	1062
O=C(NCCCn1ccnc1)c1cc(C(=O)C2CC2)c[nH]1	4%	i	4	8	i	-11	0.13	1935	7%	0.027	-0.12	-0.27	-0.34	2.9	1.5	3.7	-3.5	1085
CC(=O)NC1C(=O)Nc2c(C)cc(C)cc21 (stereo unspecified)	17%	i	-4	4	i	-27	0.57	1525	24%	-0.96	-0.24	-0.22	0.017	2.8	1.8	7.4	-0.1	1389
CCc1sc(C(=O)Nc2ccccc2N2CCOCC2)cc1C	5%	i	28	3	i	-14	-0.87	1595	0%	0.59	-0.17	0.05	0.76	5.8	2.2	6.0	-1.9	1009
CSc1nc(-c2ccc(C)cc2)nc(N)c1C#N	nt	i	nt	nt	nt	nt	-0.42	1380	nt	-1	-0.29	-0.55	0.77	nt	nt	nt	-1.6	1099
O=C(CSc1nc2ccccc2[nH]1)Nc1cc(C(F)(F)F)ccc1N1CCOCC1	19%	i	11	18	i	10	-0.89	1406	7%	0.49	-0.16	0.93	-1.6	12	6.2	11	0.9	1151
CCOc1ccc(OCC)c(-c2c(=O)n(OCc3ccccc3Br)c3ccccc3[n+]2[O-])c1	10%	i	11	0	i	13	-2.7	1016	7%	1.3	-0.32	0.42	-0.42	2.1	3.3	14	0.8	793
O=C(Nc1nc(-c2ccccn2)cs1)c1ccc(Cl)s1	-21%	i	66	72	i	24	1.4	923	-19%	0.11	-0.11	0.41	-0.5	3.6	0.9	16	nt	nt
Cc1cc(-c2ccccc2)nc(Cl)c1C#N	-21%	i	2	21	i	15	-0.04	1374	-17%	0.7	-0.18	0.55	0.4	2.1	2.0	2.9	2.3	499
O=C(c1ccc(Cl)cc1)N1N=C(c2ccccn2)CC1(O)C(F)(F)F (stereo unspecified)	nt	i	nt	nt	nt	nt	-0.06	1400	nt	-0.86	-0.27	-0.43	0.32	nt	nt	nt	0.4	1168

Pulled by structure from above:
SMILES	PMI inhibitors	Yfh1-off respiration	WT yeast gro inh	WT yeast gro inh mutant strain	Autophagy HCS	Autophagy HCS cell loss 18 h	Insulin prom up	Insulin prom up cell count	human PMI inhibitors	Dynein transport	Dynein transport cytoplasmic EGFP	Dynein transport nuclear GR-EGFP	Dynein transport cell count	MT stabilizer	MT stabilizer Hoechst-high %	MT stabilizer cytotoxicity %	bCat nuc transl	bCat nuc transl cell count 5 µM
O=C(Nc1nc(-c2ccccn2)cs1)c1ccc(Cl)s1	-21%	i	66	72	i	24	1.4	923	-19%	0.11	-0.11	0.41	-0.5	3.6	0.9	16	nt	nt
O=C(c1ccc(Cl)cc1)N1N=C(c2ccccn2)CC1(O)C(F)(F)F (stereo unspecified)	nt	i	nt	nt	nt	nt	-0.06	1400	nt	-0.86	-0.27	-0.43	0.32	nt	nt	nt	0.4	1168

Screening results (PubChem BioAssay)

Outcome played no part in choosing rows, and some 5% of all compounds hit somewhere here.
